Pf growth 48h: Primary qHTS for delayed death inhibitors of the malarial parasite plastid, 48 hour incubation; P. falciparum luciferase growth in erythrocytes, 48 h; 310,000 compounds, 5.9% hits; Potency, µM (doses to about 28.7 µM), inactives show at the top dose activity change, negative = inhibition, hits mostly inhibitors; note: potency is the fitted concentration of half-maximal effect; % is set by controls: 0 for no effect and ±100 for the full control effect
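Parasite viability was followed by luminescence of a genomically integrated firefly luciferase. Cultures held 0.1% parasitemia at 2% hematocrit (final), incubated under 5% CO2 at 37 C.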
LmPK inhibitor: qHTS Assay for Inhibitors of Leishmania Mexicana Pyruvate Kinase (LmPK). Q27686. Potency, µM (highest dose often 57.5 µM), for inactives: at the top dose activity change, negative = inhibition, usual class: inhibitors. purified LmPK, Kinase-Glo ATP luminescence, 1 h. 290,000 compounds, 0.37% hits; note: potency is the fitted concentration of half-maximal effect; % is set by controls: 0 for no effect and ±100 for the full control effect
Target sequence (Q27686 whole entry, looked up): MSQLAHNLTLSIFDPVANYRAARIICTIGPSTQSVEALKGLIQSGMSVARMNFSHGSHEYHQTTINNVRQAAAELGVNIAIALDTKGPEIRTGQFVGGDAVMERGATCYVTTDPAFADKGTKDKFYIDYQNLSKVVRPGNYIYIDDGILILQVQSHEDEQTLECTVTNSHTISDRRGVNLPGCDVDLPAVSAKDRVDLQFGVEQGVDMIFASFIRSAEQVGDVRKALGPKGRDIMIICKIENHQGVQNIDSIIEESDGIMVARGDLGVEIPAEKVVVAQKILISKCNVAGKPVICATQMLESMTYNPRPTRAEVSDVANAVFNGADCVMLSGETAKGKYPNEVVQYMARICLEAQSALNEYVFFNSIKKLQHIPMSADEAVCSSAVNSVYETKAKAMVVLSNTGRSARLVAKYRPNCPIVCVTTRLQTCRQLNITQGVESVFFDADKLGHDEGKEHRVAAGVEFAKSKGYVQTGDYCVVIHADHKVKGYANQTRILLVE
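Purified LmPK (0.1 nM) converted ADP (0.1 mM) to ATP with PEP (0.5 mM) in imidazole buffer pH 7.2 with KCl and MgCl2, 1 h at room temperature. ATP was read by Kinase-Glo luminescence; data normalized to uninhibited and no-enzyme controls.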
TbPYK inhibitor: qHTS of Trypanosoma Brucei Inhibitors. pyruvate kinase (Trypanosoma brucei), Q57TT1. Potency, µM (highest dose often 76.8 µM), for the others: at the top dose activity, negative = inhibition, usual class: inhibitors. 410,000 compounds, 0.12% hits. TbPYK enzyme, Kinase-Glo Plus ATP luminescence, 45 min. AID 624173, 2012; note: potency is the fitted concentration of half-maximal effect; % is set by controls: 0 for no effect and ±100 for the full control effect; nearly all actives have a fitted effect of over 50% in size
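Glycolytic pyruvate kinase of T. brucei was incubated with substrate, test compound and 130 uM ADP for 45 minutes at room temperature. Luminescent Kinase-Glo Plus signal was measured after 10 minutes.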
Pf growth 96h: Primary qHTS for delayed death inhibitors of the malarial parasite plastid, 96 hour incubation; AID 504834, 2011; P. falciparum luciferase reporter growth, 96 h; 320,000 compounds, 6.9% hits; Potency, µM (titrated, usually from 28.7 µM), without a hit: at the highest dose activity change, negative = inhibition, most hits filed as inhibitors; note: potency is the fitted concentration of half-maximal effect; % is set by controls: 0 for no effect and ±100 for the full control effect
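96 h incubation, 37 C, 5% CO2, of luciferase-reporter P. falciparum-infected RBCs (2% hematocrit, 0.05% parasitemia final) with test compounds; endpoint luminescence.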
AMA1 RON2 block: qHTS for Inhibitors of AMA1-RON; Towards Development of Antimalarial Drug Lead: Primary Screen; 360,000 compounds, 0.2% hits; Potency, µM (titrated, usually from 58.2 µM), without a hit: at the top dose activity change, negative = inhibition, actives largely listed as inhibitors; AlphaScreen AMA1-biotinylated RON2 peptide binding; AID 720542, 2013;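 note: potency is the fitted concentration of half-maximal effect; 0% = vehicle wells and -100% = peptide control; nearly all actives have a fitted effect of over 45% in size; some results filed as inactive show a strong effect at the top dose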
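AMA1 (3D7) with his tag at 25 nM final met compounds first, then biotinylated RON2 peptide at 25 nM; detection used donor plus acceptor beads, 10 µg/mL apiece, read by AlphaScreen after 30 min at room temperature.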
CHX counter: Cycloheximide Counterscreen for Small Molecule Inhibitors of Shiga Toxin; 300,000 compounds, 12% hits; AID 2314, 2010; max response, %; cell reporter, cycloheximide protein synthesis inhibition counterscreen; in the data active = max response mostly above about 13%, no sharp cut-off; inactive = mostly below about 14%; note: read at 38.3 µM for the half of the compounds with a filed dose; 0% is about no effect
Shiga toxin inh: A qHTS for Small Molecule Inhibitors of Shiga Toxin | Vero cells, Shiga toxin protein synthesis inhibition reporter | inhibition, % at 38.7 µM | 290,000 compounds, 9.2% hits; in the data active = inhibition mostly above about 28%, no sharp cut-off; inactive = mostly below about 43%; note: 0% is about no effect
The depositor's hits bear a star; ? = inconclusive; nt = no result given; & = joins results of further samples; [ ] = another dose, or the depositor's remark. Unless noted, calls come from the whole dose curve; as a rule, active = well fitted curve in the direction sought with a large enough effect; inconclusive = small, poorly fitted or top-dose-only effect, or another doubt; inactive = no such curve, though single readings can be large; an effect the other way counts as inactive or inconclusive. Rows are unselected; overall some 21% were active at least once.

SMILES	Pf growth 48h	LmPK inhibitor	TbPYK inhibitor	Pf growth 96h	AMA1 RON2 block	CHX counter	Shiga toxin inh
CC1CCCC(C)N1C(=O)COC(=O)c1nn(C)c(=O)c2ccccc12 (centres undefined)	-3%	4%	7%	-16%	-9%	11	31
CCN(CC)S(=O)(=O)c1ccc(NC(=O)c2cccnc2Cl)c(NC(=O)c2cccnc2Cl)c1	15%	7%	1%	-15%	16%	-2	-5
COc1ccccc1CN1CCNC(=O)C1CC(=O)N(C)Cc1cnccn1 (centres undefined)	6%	-3%	-6%	-27%	26%	9	-10
CCNc1nc(C)c2cc(Br)c(=O)n(CC)c2n1	0%	-6%	6%	0%	6%	-2	-12
Cc1ccccc1N1CCN(C2CCCN(C(=O)c3ccc(Cl)s3)C2)CC1 (centres undefined)	-3%	-9%	2%	?	-14%	8	-6
O=C(c1cnc2n(c1=O)CCS2)N1CCN(c2ccccc2F)CC1	5%	0%	-7%	16%	3%	9	14
O=c1[nH]c2ccccc2c2oc(CCl)nc12	?	6%	-3%	6%	-4%	-1	17
COc1ccc(CNC(=O)C2CCN(C(=O)[C@@H]3Cc4ccccc4CN3)CC2)cc1	6%	-2%	-18%	73%[activator]	0%	-7	24
COC(=O)c1cccc(NC(=O)CC2C(=O)NCCN2C(=O)Nc2cc(C)cc(C)c2)c1 (centres undefined)	-20%	-2%	-1%	-14%	-4%	-2	-3
COC(=O)CCCCCCCCCCN1CCCCC1	-5%	5%	-5%	8%	-5%	1	-6
O=C(NCCS(=O)(=O)N1CCN(c2ccccc2)CC1)c1cccs1	11%	nt	-7%	5%	-12%	nt	nt
COc1nc(-c2ccccc2)c2c(c1C#N)CC(C)(C)OC2	nt	7%	1%	10%	5%	2	-4
CSc1nc(NCC(C)C)c2c3c(sc2n1)CN(C)CC3	?	1%	5%	3.3µM*	28%	0	-10
Cc1sc2nc(SCC(=O)Nc3c(C)n(C)n(-c4ccccc4)c3=O)n(C)c(=O)c2c1C	-18%	-1%	-2%	-22%	-7%	-2	-19
O=C(O)CCC(=O)Nc1ccc(Br)cc1C(=O)c1ccccc1Cl	19%	0%	-3%	31%[activator]	16%	-2	10
C=CCN1CCc2c(cc(O)c(O)c2Cl)C(c2ccccc2)C1 (centres undefined)	?	-5%	-6%	?	24%	-1	8
Cc1ccc(N(CC(=O)NCCc2ccccc2)S(=O)(=O)c2c(C)noc2C)cc1	?	2%	-6%	nt	1%	1	-14
O=C1c2ccccc2C2=Nc3ccccc3SC(c3cccc(F)c3)C12 (centres undefined)	0.59µM*	-2%	1%	?	?	-2	-6
O=c1c2ccccc2nnn1CSc1nnnn1-c1ccccc1	61%[activator]	0%	1%	46%[activator]	0%	68*	63
CC1CC(C)CN(C(=O)COC(=O)c2nn(C)c(=O)c3ccccc23)C1 (centres undefined)	6%	nt	-1%	2%	-5%	nt	nt
N#Cc1nc(COc2ccc(Br)cc2)oc1N1CCCC1	-27%	5%	-1%	?	?	-2	18
CCOC(=O)C1CCN(C(=O)Cn2cc(C#N)c3ccccc32)CC1	-20%	1%	-3%	9%	6%	1	-10
Cc1ccc(Cl)cc1NC(=S)N(CCCN1CCN(C)CC1)Cc1ccco1	-17%	-5%	-3%	?	-23%	-6	-19
Cc1ccnc(N2C(=O)c3ccccc3C2O)c1 (centres undefined)	nt	?	?	15%	0%	39*	42
Cc1c(CN(C)C(=O)c2nn(C)cc2[N+](=O)[O-])cnn1C	-14%	2%	-1%	20%	-3%	-2	3
CCc1nnc(N/N=C/c2c(F)cccc2Cl)n1N	45%	-4%	10%	-25%	32%[activator]	4	10
CCOC(=O)C1(CC)NC(c2ccco2)C2C(=O)N(C)C(=O)C21 (centres undefined)	8%	8%	4%	-18%	12%	-3	-5
O=C(C[n+]1cccc(Br)c1)c1cccs1	25%	3%	-2%	-18%	5%	-2	5
Cc1cc(C)c2c(-n3cccc3)nn(C)c2n1	?	4%	-7%	-1%	-6%	-1	-19
COC(=O)c1c(-c2c(Cl)cccc2Cl)noc1C(=O)NN	?	8%	0%	10%	24%	-2	16
CCN(CC)S(=O)(=O)c1ccc(N2CCCC2)c(C(=O)OCC(=O)/C(C#N)=C(\C)N)c1	9.3µM*	-4%	-2%	0%	-4%	-4	-5
COc1ccc(CCN2CNc3c(c(=O)n(C)c(=O)n3C)C2)cc1OC	17%	2%	-5%	13µM*	13%	5	-24
O=C(/C=C/c1ccccc1)NCCc1nc2ccccc2[nH]1	-2%	6%	-14%	-15%	0%	-3	-10
Cn1c(N)c(C(=O)COC(=O)CNC(=O)c2ccccc2Cl)c(=O)n(C)c1=O	?	nt	0%	-10%	-1%	nt	nt
CCCCn1c(N)c(N(CC)C(=O)c2cc3c(s2)CCCCC3)c(=O)[nH]c1=O	8%	nt	10%	3%	-12%	nt	nt
Cc1occc1C(=O)NNC(=O)c1ccccc1[N+](=O)[O-]	15%	-12%	-6%	21%	0%	7	-27
Cc1cc(C)cc(NC(=O)CCc2c(C)nn(-c3ccc(N4CCCCC4)nn3)c2C)c1	34%[activator]	0%	1%	8%	-7%	48*	51*
CCOc1ccc(Nc2cc(=O)oc3ccccc23)cc1	1.3µM*	-1%	0%	1.7µM*	-6%	9	24
Nc1cc(N)nc(SCC(=O)N2CCN(S(=O)(=O)c3ccccc3)CC2)n1	-18%	1%	6%	?	-2%	-3	0
COc1cc(O)c(C(CC(=O)N2CCCCC2)c2ccc3c(c2)OCO3)c(OC)c1 (centres undefined)	9%	3%	2%	-12%	-1%	-1&-4	-3&1
CCN(CC(=O)NCc1cccs1)S(=O)(=O)c1ccc(C(C)C)cc1	-3%	7%	7%	5%	11%	-4	-32
O=c1c(O)c(-c2cc(O)c(O)c(O)c2)oc2cc(O)cc(O)c12	3%	nt	?	-17%	?	nt	nt
COc1ccc(-c2nnn(-c3cc(Cl)cc(Cl)c3)c2N)cc1	?	-3%	-10%	?	-11%	16	27
CN(CC(=O)Nc1ccccc1C(F)(F)F)C(=O)CCc1nc2sc3c(c2c(=O)[nH]1)CCCC3	-2%	0%	0%	0%	-2%	-3	-5
CNC(=O)c1ccc(NC(=O)CC23CC4CC(CC(C4)C2)C3)cc1	-19%	-3%	-10%	-11%	8%	8	-5
CCC(C(=O)NC1CCCCC1)N(CC1CCCO1)C(=O)CNS(=O)(=O)c1ccc(OC)cc1 (centres undefined)	?	3%	-1%	?	-3%	-1	13
COc1ccc(CCC(=O)Nc2cc(Cl)ccc2OC)cc1	nt	5%	3%	?	9%	-2	-13
CNC(=O)NC(=O)COC(=O)CCCOc1ccc(OC)cc1	-2%	5%	4%	-16%[5.75 µM]	2%	-2	-7
COC(=O)c1sccc1NC(=S)N1CC(C)CC(C)C1 (centres undefined)	nt	9%	-2%	33%[activator]	-10%	2	11
CCOc1ccc(NC(=O)COC(=O)c2cc([N+](=O)[O-])ccc2N2CCOCC2)cc1	-2%	nt	-10%	9%	-20%	nt	nt
CCOC(=O)c1ccc(N=c2sc(C(=O)OC)cc(=O)n2Cc2ccc3c(c2)OCO3)cc1	nt	8%	-16%	?	-23%	1	11
CCOC(=O)C1CCCN(C(=O)c2cc3c(C)nc4ccccc4c3o2)C1 (centres undefined)	?	1%	4%	?	-11%	-2	-4
CCc1cccc(C)c1NC(=O)CC(C)(C)CC(=O)O	19%	-3%	3%	-5%	-11%	-1	-10
CCOc1ccc(N(CC)C(=O)CCS(=O)(=O)c2cccc3nonc23)cc1	3%	-1%	0%	12%	9%	-7	22
CC(C(=O)Nc1ccccc1)C(=O)Nc1ccccc1	-1%	9%	2%	50%[activator]	-2%	6	nt
COc1ccc(NC(=O)COC(=O)CNC(=O)c2cc(OC)c(OC)c(OC)c2)cc1	-3%	2%	0%	-1%	-1%	-5	-9
Cc1ccc(C)c(N2CC(=O)N(c3cc(C)ccc3C)CC2=O)c1	13%	-3%	4%	nt	-10%	-2	-7
N/C(=N\OC(=O)COc1ccc([N+](=O)[O-])cc1)c1ccc(Br)cc1	29%	4%	nt	16%	nt	7	3
COn1c(-c2ccc(Cl)cc2)nc2ccc(Cl)cc21	41%[activator]	0%	4%	171%[activator]	4%	27*	69*
O=C(CCCOc1ccccc1)N1CCN(S(=O)(=O)c2ccc(Cl)cc2)CC1	12µM*	nt	4%	9%	-6%	nt	nt
(list continues)
SMILES	Pf growth 48h	LmPK inhibitor	TbPYK inhibitor	Pf growth 96h	AMA1 RON2 block	CHX counter	Shiga toxin inh
COCCCNC(=O)CSc1nc2ccccc2c(=O)n1CCCC(=O)NCC1CCCO1 (centres undefined)	-8%	-7%	-2%	?	10%	-4	-9
COC(=O)c1cc2occc2n1Cc1c(F)cccc1Cl	1%	0%	nt	2.6µM*	nt	1	5
CC(C)(C)c1ccc(C(=O)Nc2ccc(S(=O)(=O)Nc3cnc4ccccc4n3)cc2)cc1	13µM*	10%	1%	9%	-16%	-2	4
c1ccc(-c2c(-c3ccccc3)n(Cc3ccco3)c3ncnc(NCCCn4ccnc4)c23)cc1	nt	2%	0%	2.1µM*	?	-4	-15
COC(=O)Cn1cc(C=C2C(=O)NC(=O)NC2=O)c2ccccc21	0%[0.00184 µM]	0%	-8%	130%[activator]	-20%	1	-6
Cc1ccc(N=C2C(=S)N(c3ccc(C)cc3)C(=N)N2/N=C/c2ccc(Cl)cc2)cc1	-23%	-1%	-26%	?	53%[activator]	48*	74*
Cc1cc(C)cc(OCC(=O)N(C)CC(=O)Nc2ccc(N3CCOCC3)cc2)c1	-17%	nt	0%	3%	-15%	nt	nt
Fc1ccc(NC(=S)NCc2ccccn2)cc1	45%[activator]	1%	-6%	157%[activator]	5%	16*	46*
CC(C)(C)C(=O)CSc1ncnc2c1cnn2Cc1ccccc1	?	2%	4%	?	27%	17	13
O=C(CCn1nnc2ccccc21)Nc1nnc(Cc2ccccc2)s1	?	1%	-20%	?	-3%	-1	-4
O=C(c1ccc(C(F)(F)F)cc1)C1CCCN(C(=O)CN2CCCC2=O)C1 (centres undefined)	-2%	4%	1%	14%	2%	-4	-12
CN(CCCC1CCCC1)C(=O)c1cc(COc2c(F)cccc2F)on1	0%	-6%	1%	?	216%[activator]	-3	-5
O=C(Cc1ccc([N+](=O)[O-])cc1)NCc1ccccc1Cl	13%	1%	-4%	-13%	1%	-1	13

An excerpt from above in order of length of the SMILES, rising:
SMILES	Pf growth 48h	LmPK inhibitor	TbPYK inhibitor	Pf growth 96h	AMA1 RON2 block	CHX counter	Shiga toxin inh
Cc1ccc(C)c(N2CC(=O)N(c3cc(C)ccc3C)CC2=O)c1	13%	-3%	4%	nt	-10%	-2	-7
CCOC(=O)c1ccc(N=c2sc(C(=O)OC)cc(=O)n2Cc2ccc3c(c2)OCO3)cc1	nt	8%	-16%	?	-23%	1	11
CCC(C(=O)NC1CCCCC1)N(CC1CCCO1)C(=O)CNS(=O)(=O)c1ccc(OC)cc1 (centres undefined)	?	3%	-1%	?	-3%	-1	13
